# Compound activity: PubChem BioAssay, The Scripps Research Institute Molecular Screening Center
# Rin1-Abl PPI inh: inhibitors of Rin1-Abl protein binding, primary screen, biochemical, TR-FRET; Tyrosine-protein kinase ABL1 (Homo sapiens) + Ras and Rab interactor 1 (Homo sapiens), …; inhibition, % at 7.35 µM; 360,000 compounds, 0.4% hits; AID 588664, 2011; in the data active = inhibition above about 5%, passing the limit was not always enough
# E coli Lon inh: inhibitors of E. coli Lon protease, primary screen, biochemical, fluorescence polarization | inhibition, % at 7.94 µM | P0A9M0 | purified E. coli Lon protease | AID 602123, 2011 | 360,000 compounds, 0.42% hits; in the data active = inhibition above about 13%, passing the limit was not always enough;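 also: 0% = enzyme with probe and DMSO and 100% = no enzyme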
# MsrA act: bovine MsrA enzyme activators, primary screen, biochemical, absorbance, HTS. purified bovine MsrA, absorbance read-out. AID 602163, 2012. 360,000 compounds, 0.3% hits. activation, % at 10.6 µM. Methionine sulfoxide reductase A (Bos taurus); in the data active = activation above about 7.5%;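 also: 0% = vehicle and 100% = reference activator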
# * = called active by the depositor. A portion of the library, so the mix of outcomes need not match the whole.
# Values run as follows: E coli Lon inh | MsrA act | Rin1-Abl PPI inh
1	CC[N+](CC)(CCO)CCCN1C(=O)C2CC=C(Cl)CC2C1=O (stereo not drawn)
→ -4 | -5 | 2
2	COc1ccccc1-c1noc(-c2ccco2)n1
→ -11 | -4 | -1
3	CCOC(=O)c1cnn(-c2nc(-c3ccccc3)cs2)c1C(F)(F)F
→ -9 | -4 | 0
4	CCO[C@@H]1OC(C(=O)N2CCN(Cc3ccccc3)CC2)=C[C@H](c2coc3ccccc3c2=O)[C@H]1CCCO
→ 5 | -4 | 2
5	CCOc1ccccc1N1CC(C(=O)N2CCc3ccccc3C2)CC1=O (stereo not drawn)
→ -3 | -4 | 1
6	NS(=O)(=O)c1ccc(NC(=O)N2c3ccccc3Sc3ccccc32)cc1
→ 0 | -2 | 1
7	c1ccc(CN2C3=NCCCN3c3ccccc32)cc1
→ -4 | -6 | 1

# 2 records drawn at random from those above:
# Values run as follows: E coli Lon inh | MsrA act | Rin1-Abl PPI inh
3	CCOC(=O)c1cnn(-c2nc(-c3ccccc3)cs2)c1C(F)(F)F
→ -9 | -4 | 0
4	CCO[C@@H]1OC(C(=O)N2CCN(Cc3ccccc3)CC2)=C[C@H](c2coc3ccccc3c2=O)[C@H]1CCCO
→ 5 | -4 | 2

# A stretch taken from the entries so far:
# Values run as follows: E coli Lon inh | MsrA act | Rin1-Abl PPI inh
6	NS(=O)(=O)c1ccc(NC(=O)N2c3ccccc3Sc3ccccc32)cc1
→ 0 | -2 | 1
7	c1ccc(CN2C3=NCCCN3c3ccccc32)cc1
→ -4 | -6 | 1
